# Screening results (PubChem)
# CRE-bla Fsk = Cell signaling CRE-BLA (Fsk stim); CHO CRE-bla reporter (cAMP response element driving beta-lactamase), forskolin EC10, beta-lactamase ratio; AID 662, 2007; Potency, µM (doses to about 38.2 µM), inactives show at the top dose activity change, negative = inhibition, actives largely listed as activators; hit rate 2.5% among 71,000; active = well fitted activation curve with a large enough effect in the signal ratio, with a control signal flat, not every such curve was filed as active; inconclusive = small, poorly fitted or top-dose-only effect, or effect the other way, or a change in a side signal; the % refers to the signal ratio; also: potency is read from the fitted curve at half-maximal effect; % of control where 0% means no effect
#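 Modulation of forskolin signalling: compounds in titration series added with EC10 NKH 477 to CHO cells carrying a CRE-driven beta-lactamase reporter, 3 h, 37C. CCF4 FRET ratio (460/530 nm, ex 405 nm) gives %activity and AC50.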
# Fluorescein autfl = qHTS Assay for Spectroscopic Profiling in Fluorescein Spectral Region; Compound autofluorescence, 480/540 nm, fluorescein-equivalent; stronger effect = higher value; max fluorescein-equivalent concentration, M; hit rate 0.91% among 59,000; AID 593, 2007; in the data active = max fluorescein-equivalent concentration above about 10 nM; inconclusive = between about 1.1 nM and that limit
#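 In this qHTS profile, compound fluorescence was measured with a 480 nm/540 nm filter pair following a 15-min room-temperature incubation in 100 mM Tris (pH 8.0). A six-point fluorescein series on each plate served for normalization.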
# ERK AVP inh = qHTS Assay for Inhibitors of the ERK Signaling Pathway using a Homogeneous Screening Assay | HEK293-V1b, vasopressin-stimulated pERK AlphaScreen | Potency, µM (series often up to 57.5 µM), without a hit: top-dose activity, negative = inhibition, actives largely listed as inhibitors | hit rate 0.99% among 72,000 | AID 995, 2007; also: potency is read from the fitted curve at half-maximal effect; % is scaled to controls: 0 for no effect and ±100 for the full control effect; nearly all actives have a fitted effect of over 55% in size
#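 V1b-HEK293 cells; cpd 30 min 37C; 25 nM vasopressin 5 min; lyse 10 min; AlphaScreen beads 5 hr RT. Normalized to DMSO basal and 25 nM vasopressin; AC50 by Hill fit.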
# Hsp90 Hop PPI = qHTS Assay for Disrupters of an Hsp90 Co-Chaperone Interaction. AlphaScreen TPR2A-His6 binding biotin-Hsp90 C-terminal peptide. Potency, µM (highest dose often 57 µM), for inactives: top-dose activity change, negative = inhibition. hit rate 0.44% among 71,000. Hsp90 C-terminal peptide / TPR2A (Hop) interaction, human; active = well fitted curve in either direction with a large enough effect; inconclusive = small, poorly fitted or top-dose-only effect, or another doubt; also: potency is read from the fitted curve at half-maximal effect; % is scaled to controls: 0 for no effect and ±100 for the full control effect; many of its hits are not listed in these tables
# Luciferase inh = qHTS Assay for Inhibitors of Firefly Luciferase; Luciferin 4-monooxygenase (Photinus pyralis), P08659; purified firefly luciferase, luminescence, 8 min; Potency, µM (doses to about 57.1 µM), without a hit: at the top dose activity change, negative = inhibition, usual class: inhibitors; hit rate 2.2% among 72,000; also: potency is read from the fitted curve at half-maximal effect; % is scaled to controls: 0 for no effect and ±100 for the full control effect; nearly all actives have a fitted effect of over 40% in size
# Target sequence (P08659 whole entry, looked up): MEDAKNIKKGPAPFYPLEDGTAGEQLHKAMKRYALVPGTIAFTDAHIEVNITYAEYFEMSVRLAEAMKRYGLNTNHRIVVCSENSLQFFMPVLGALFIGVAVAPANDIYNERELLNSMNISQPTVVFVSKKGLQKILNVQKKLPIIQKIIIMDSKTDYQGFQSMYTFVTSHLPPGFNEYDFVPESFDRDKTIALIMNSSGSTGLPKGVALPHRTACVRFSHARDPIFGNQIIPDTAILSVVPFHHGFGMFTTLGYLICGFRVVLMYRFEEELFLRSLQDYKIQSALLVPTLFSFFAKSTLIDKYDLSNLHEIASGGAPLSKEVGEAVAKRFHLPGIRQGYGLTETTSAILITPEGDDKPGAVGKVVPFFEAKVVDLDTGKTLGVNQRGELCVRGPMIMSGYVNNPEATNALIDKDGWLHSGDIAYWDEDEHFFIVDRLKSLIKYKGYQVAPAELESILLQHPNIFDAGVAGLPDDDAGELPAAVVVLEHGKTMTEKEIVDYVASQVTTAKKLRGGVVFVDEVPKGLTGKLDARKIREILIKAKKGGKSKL
#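 Titration-based qHTS; buffer 50 mM imidazole pH 7.2, 50 mM KCl, 7 mM MgCl2, 10 uM ATP, 0.01% Tween 20, 0.05% BSA; luciferase/luciferin detector mix added after compound; 8 min, ambient; luminescence.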
# UbGFP stabilizer = Ubiquitin-GFP Assay; 67,000 tested, under 10 active; Ubiquitin-GFP reporter cells, proteasome inhibition, GFP fluorescence; response scale: untreated = 0%, 10 µM MG-132 = 100%; Potency, µM (doses to about 45.9 µM), for inactives: at the top dose activation (GFP accumulation), actives largely listed as activators; active = well fitted activation curve with a large enough effect, not every such curve was filed as active; inconclusive = small, poorly fitted or top-dose-only effect, or another doubt; inactive = no such curve, though single readings can be large or run the other way; also: potency is read from the fitted curve at half-maximal effect
#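 U2OS Ub(G76V)-GFP reporter; O/N plating, 0.5% FBS; cpd 46 uM–2.9 nM, 4 h, 37 °C; GFP+ cell count, 488/515 nm; norm. to basal vs 10 uM MG-132; CRC fit.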
# A350 fluor = qHTS Assay for Spectroscopic Profiling in A350 Spectral Region | max dye-equivalent concentration, M | AID 590, 2007 | hit rate 11% among 59,000 | Compound autofluorescence, 340/450 nm, Alexa 350 dye-equivalents; stronger effect = higher value; in the data active = max dye-equivalent concentration above about 10 nM; inconclusive = mostly about 1.1 nM to 9.6 nM
# 4-MU autofl = qHTS Assay for Spectroscopic Profiling in 4-MU Spectral Region. compound autofluorescence, 340/450 nm, 4-MU equivalents; stronger effect = higher value. max dye-equivalent concentration, M. hit rate 11% among 59,000; in the data active = max dye-equivalent concentration above about 10 nM; inconclusive = mostly about 1.1 nM to 9.6 nM
#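 Compounds in 100 mM Tris, pH 8.0, incubated 15 min at room temperature, then fluorescence read at 340 nm excitation/450 nm emission. Signal converted to 4-MU dye-equivalent concentration using an on-plate six-point 4-MU standard curve.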
# HBB splicing = qHTS Assay for Modulators of Hemoglobin Beta Chain Splicing. Potency, µM (highest dose often 46.1 µM), inactives show top-dose activation, actives largely listed as activators. HBB splicing reporter cell assay, activation; EGFP reporter with mutant IVS2-654 intron; response scale: normalised to 500 nM splice-correcting PNA. hit rate 0.06% among 65,000; also: potency is read from the fitted curve at half-maximal effect; 0% is about no effect
#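 HeLa cells stably expressing EGFP interrupted by mutant beta-globin intron 2 (IVS2-654), 500/well in 2% FCS. Treated with compound for 2 days at 37C. Splicing correction scored as total well GFP intensity (488 nm excitation, 500-520 nm emission); 500 nM antisense PNA served as control.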
# Texas Red fluor = qHTS Assay for Spectroscopic Profiling in Texas Red Spectral Region. Compound fluorescence, Texas Red channel, 547/618 nm; stronger effect = higher value. max dye-equivalent concentration, M. hit rate 0.06% among 59,000. AID 587, 2007; in the data active = max dye-equivalent concentration above about 10 nM; inconclusive = between about 1.1 nM and that limit
#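 Fluorescence at ex 547/em 618 nm, normalized against an on-plate Texas Red standard series to give dye-equivalent concentration per compound concentration. Buffer 100 mM Tris, pH 8.0; 15 min RT incubation before CCD imaging.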
# Epigenetic mod = qHTS Assay for Epigenetic Modulators | hit rate 0.09% among 68,000 | Potency, µM (highest dose often 46.1 µM), without a hit: top-dose GFP derepression (activation) | mouse C127i GFP locus derepression, cytometry, 30 h; also: % of control where 0% means no effect
#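 Read-out is the number of GFP-positive cells, scored as fluorescent objects 20 to 120 um wide, reflecting derepression of a silenced CMV-GFP reporter in murine C127i cells after 30 h compound exposure at 37 C.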
# Starred values were filed as active, the others as inactive; i = inactive; ? = inconclusive; · = no result given; [ ] = remark or other dose. Unless noted, calls follow the shape of the dose curve; as a rule, active = well fitted curve in the direction sought with a large enough effect; inconclusive = small, poorly fitted or top-dose-only effect, or another doubt; inactive = no such curve, though single readings can be large; an effect the other way counts as inactive or inconclusive. The list is partial; the hit share may differ from the screen's.
SMILES,CRE-bla Fsk,Fluorescein autfl,ERK AVP inh,Hsp90 Hop PPI,Luciferase inh,UbGFP stabilizer,A350 fluor,4-MU autofl,HBB splicing,Texas Red fluor,Epigenetic mod
CCCOc1ccc(N2C(=O)C3ON(c4ccccc4)C(c4ccc(O)c(OC)c4)C3C2=O)cc1 (stereo unspecified),·,i,·,·,2%[25.5 µM],·,i,i,·,i,2%[20.6 µM]
CC(=O)Oc1cccc(N2C(=O)CC(Nc3ccc(N4CCOCC4)cc3)C2=O)c1 (stereo unspecified),10%,i,-5%,-24%,-7%,3%,i,i,1.7%,?,6%
CC(=O)OC(C(=O)NCCc1ccccc1)c1cccnc1 (stereo unspecified),-1%,i,10%,-1%,3%,-4%,i,i,·,?,-2%
COc1cc2nc(C3CC3)n(NC(=O)c3ccc(F)cc3)c(=O)c2cc1OC,4%,i,-17%,0%,-2%,-2%,i,i,·,i,-3%
CCOc1cc(S(=O)(=O)Nc2ccc(Cl)cn2)ccc1F,0%,i,-5%,1%,1%,2%,?,?,-1.7%,i,0%
Nc1cc(=O)[nH]n1C1CCN(c2ccccc2)CC1,?,?,13%,-6%,1%,-3%,i,i,-2.6%,i,0%
Nc1ccn([C@H]2CC[C@H](CO)O2)c(=O)n1,-4%,?,·,-4%,0%,0%,i,i,-0.4%,i,2%
N#CC(C#N)=CNCCN1CCN(C=C(C#N)C#N)CC1,3%[7.6 µM],?,20%[11.5 µM],-6%[11 µM],2%[11.4 µM],-1%[9.17 µM],?,?,2.2%[9.22 µM],?,0%[9.22 µM]
CCCCn1cc(C(C)(C)C)c(C#N)c1NC(C)=O,?,·,-14%,-3%,0%,5%,·,·,-0.4%,·,2%
COC(=O)c1[nH]c(C)c(/C(O)=C2\C(=O)C(=O)N(CCN(C)C)C2c2ccccc2OC)c1C (stereo unspecified),-3%,i,-8%,-1%,3%,-6%,3.1e-08M*,1e-07M*,-4.3%[1.84 µM],i,0%
O=C1CC(c2nc3ccccc3[nH]2)CN1c1ccccc1 (stereo unspecified),14%,i,-27%,-3%,-2%,-9%,i,i,-1.8%,i,-3%
COC(=O)C1CCN(C(c2cccs2)c2sc3nc(C)nn3c2O)CC1 (stereo unspecified),-7%,·,·,3%,?,8%,·,·,0.2%,·,·
CCOC(=O)c1cc2sc(C)cc2n1CC(=O)NCCc1ccccc1,-1%,i,-13%,0%,3%,2%,i,i,·,i,-2%
CCS(=O)(=O)N1CCCC(C(=O)NCCCOC(C)C)C1 (stereo unspecified),-5%,i,24%,-10%,1%,-6%,i,i,-2.0%,i,2%
O=C(NC1CC2CCCC(C1)N2C(=O)Nc1ccccc1)c1ccncc1 (stereo unspecified),-3%,i,4%,-1%,-1%,-6%,i,i,-4.8%,?,-1%
COc1cc(CN2CCC(C(=O)N3CCN(c4ccccc4F)CC3)CC2)cc(OC)c1OC,-4%,?,7%,-2%,1%,1%,i,i,-0.2%[57.5 µM],i,-3%
COc1cc(-c2nn3c(COc4ccccc4)nnc3s2)cc(OC)c1OC,·,?,·,·,2%[25.5 µM],·,?,?,·,i,10%[20.6 µM]
O=C(Oc1ccccc1)N1CCC2(CC1)CN(c1ccncc1)C2,16%,?,8%,0%,2%[11.4 µM],-1%,i,i,3.0%,i,5%[9.22 µM]
COc1cccc2c(C)nc(Nc3nc(CSc4nnc(C)s4)cc(=O)[nH]3)nc12,?,i,18%,?,0%,-2%,?,?,1.5%,i,0%
Cc1cc(C)nc(NS(=O)(=O)c2ccc(NC(=O)NC3CCCCC3)cc2)n1,-9%,i,-3%,-1%,0%,-4%,i,i,-1.3%,i,0%
O=C(CN1CCN(c2ncccn2)CC1)NCCC1=CCCCC1,-6%,?,-15%,0%,3%,3%,i,i,-2.2%,i,-2%
COc1ccc(CC(=O)Nc2ccc(-c3nnc(-c4ccccc4)o3)cc2)cc1,4%,·,-11%,-2%,2%,12%,·,·,1.4%,·,0%
C[C@H](O)C(=O)C1=Nc2c(nc(N)[nH]c2=O)NC1,-2%,4e-08M*,12%,-3%,-1%,-2%,3.3e-07M*,3e-07M*,0.5%,?,3%
CSc1ccccc1NC(=O)CN(c1ccccc1)S(=O)(=O)N(C)C,6%,i,-5%,-2%,1%,8%,i,i,-0.9%,i,0%
Cc1[nH]c2ccccc2c1NC(=O)CN1CCN(c2cccc(C(F)(F)F)c2)CC1,-16%,i,?,-14%,2%,·,i,i,-3.7%[0.369 µM],?,0%
Cc1ccc(-n2nnnc2SCC(=O)N2CCN(C(=O)c3ccco3)CC2)c(C)c1,-7%,i,-7%,-5%,0%,-1%,i,i,0.4%[57.5 µM],?,-2%
CC(C)OCCCNC(=O)C1CCC(=O)N1C(C)C (stereo unspecified),2%,i,1%,0%,1%,0%,i,i,0.7%,i,-2%
CCc1ccccc1NC(=O)C1CCCN(S(=O)(=O)c2c(C)noc2C)C1 (stereo unspecified),6%,i,25%,-1%,4%,11%,i,i,-1.4%,i,2%
COc1ccc(CNc2nc(-c3cccnc3)nc3ccccc23)c(OC)c1,3.2µM*,i,-20%,-8%,-1%[2.29 µM],-4%,i,i,0.6%,?,-2%[9.22 µM]
COC(=O)c1cccc(N2C(=O)c3ccccc3S2(=O)=O)c1,12%,i,16%,4%,0%,-2%,i,i,·,i,3%
O=C(c1ccco1)N1CCN(C(=O)c2sccc2-c2ccccc2)CC1,0%,?,0%,-2%,8%,-2%,i,i,0.7%,i,0%
O=C(O)c1ccccc1NS(=O)(=O)c1ccc2c3c(cccc13)C(=O)N2,1%,?,-6%,0%,-3%,-12%,?,?,-1.6%,i,-1%
O=C(O)c1cc2nc(C3CC3)cc(C(F)(F)F)n2n1,1%,·,·,-5%,1%,6%,·,·,-0.1%,·,·
COc1cc2nc(SCC(=O)NCc3ccco3)n(Cc3ccc(Cl)cc3)c(=O)c2cc1OC,4%,i,-13%,-4%,-3%,-1%,i,i,8.7%[0.369 µM],i,4%
O=C(CSc1nnc(-c2cc3ccccc3cc2O)n1Cc1ccco1)c1ccc(F)cc1,?,i,-61%,?,0%,1%,i,i,·,i,1%
CC1CCN(C(=O)COC(=O)c2n[nH]c3ccccc23)CC1,-3%,i,18%,0%,?,1%,?,i,-4.9%,i,-1%

# Reformatted: entries from further up
mol	CRE-bla Fsk	Fluorescein autfl	ERK AVP inh	Hsp90 Hop PPI	Luciferase inh	UbGFP stabilizer	A350 fluor	4-MU autofl	HBB splicing	Texas Red fluor	Epigenetic mod
Nc1ccn([C@H]2CC[C@H](CO)O2)c(=O)n1	-4%	?	·	-4%	0%	0%	i	i	-0.4%	i	2%
N#CC(C#N)=CNCCN1CCN(C=C(C#N)C#N)CC1	3%[7.6 µM]	?	20%[11.5 µM]	-6%[11 µM]	2%[11.4 µM]	-1%[9.17 µM]	?	?	2.2%[9.22 µM]	?	0%[9.22 µM]
CCCCn1cc(C(C)(C)C)c(C#N)c1NC(C)=O	?	·	-14%	-3%	0%	5%	·	·	-0.4%	·	2%
COC(=O)c1[nH]c(C)c(/C(O)=C2\C(=O)C(=O)N(CCN(C)C)C2c2ccccc2OC)c1C (stereo unspecified)	-3%	i	-8%	-1%	3%	-6%	3.1e-08M*	1e-07M*	-4.3%[1.84 µM]	i	0%

# Later entries:
SMILES,CRE-bla Fsk,Fluorescein autfl,ERK AVP inh,Hsp90 Hop PPI,Luciferase inh,UbGFP stabilizer,A350 fluor,4-MU autofl,HBB splicing,Texas Red fluor,Epigenetic mod
Cc1ccc2c(C(=O)CN3CCN(C4CCCCC4)CC3)c(C)[nH]c2c1,?,?,12%,-2%,-1%,24%,4.4e-08M*,1.2e-07M*,6.0%[1.84 µM],i,0%
COC(=O)C(CC(C)C)NC(=O)c1cc(OC)c(OC)c(OC)c1 (stereo unspecified),?,·,52%[activator],-5%,-1%,-12%,·,·,-0.3%[9.22 µM],·,0%
COC(=O)COc1ccc(S(=O)(=O)Nc2ccc3c(c2)OCCO3)cc1Cl,14%,i,-28%,-3%,5%,-4%,i,i,6.5%,i,3%
Cc1sc2ncn(CC(=O)N(CC(=O)NC3CCCC3)Cc3cccs3)c(=O)c2c1C,-6%,i,-5%,-3%,4%,2%,i,i,·,?,1%
CN(CCC#N)c1ncnc2scc(-c3ccccc3)c12,?,?,?,-4%,1%,-1%,i,i,-1.4%[0.369 µM],?,3%
